Screening data: PubChem, National Center for Advancing Translational Sciences (NCATS)
Tau FP inhib – blocks human tau fibril formation measured by polarization; P10636; K18 P301L tau heparin fibrillization, Alexa594 FP, 6 h; Potency, µM (top dose mostly 57.7 µM), without a hit: at the highest dose activity, negative = inhibition, hits mostly inhibitors; 0.39% of 280,000 active; also: nearly all actives have a fitted effect of over 55% in size
Target sequence (P10636 561-689 P618L limits assumed): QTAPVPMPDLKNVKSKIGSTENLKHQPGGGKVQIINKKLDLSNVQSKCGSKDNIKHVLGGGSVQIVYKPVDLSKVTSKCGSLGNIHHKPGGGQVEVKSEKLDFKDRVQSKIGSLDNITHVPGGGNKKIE
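FP of Alexa 594-tau after heparin (20 uM) induction. Substrate: human K18 P301L, 15 uM unlabeled, 0.24 uM labeled. Buffer 100 mM sodium acetate pH 7. 6 hr, 37 C.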
TR SRC2 fluor cs – alters Texas Red total fluorescence, flagging assay interference; TRb/SRC2 Texas Red total fluorescence interference; Potency, µM (highest dose often 106 µM), inactives show top-dose fluorescence change, negative = quenching; 0.29% of 280,000 active; active = well fitted curve in either direction with a large enough effect; inconclusive = small, poorly fitted or top-dose-only effect
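Human TRb ligand-binding domain at 0.6 uM with 20 nM Texas Red SRC2 peptide in Tris buffer containing 1 uM T3 and 5% DMSO, incubated with compound 5 h at ambient temperature. Total fluorescence (555/632 nm) calculated as parallel + 2 × perpendicular.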
RECQ1 inh – RECQ1 (human) helicase inhibition. P46063. Potency, µM (series often up to 57.3 µM), without a hit: at the top dose activity, negative = inhibition, usual class: inhibitors. RECQ1 DNA unwinding, red fluorescence kinetic read. AID 2549. 0.54% of 240,000 active;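 also: plate controls were vehicle for no effect and no enzyme for full effect; nearly all actives have a fitted effect of over 30% in size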
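RECQ1T1 50 nM; forked duplex (20 bp + 30-nt ss tails) 200 nM, ATP 2 mM final; pH 8.0, 2 mM MgCl2, 2.5 ug/ml poly(dI-dC); 15 min compound preincubation; discontinuous kinetic read over 2 h at RT.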
JMJD2E inh – inhibitors of human JMJD2E histone demethylase; B2RXH2; JMJD2E catalytic domain, FDH-coupled NADH fluorescence (FDH is formaldehyde dehydrogenase); Potency, µM (titrated, usually from 57.1 µM), for inactives: top-dose activity change, negative = inhibition, hits mostly inhibitors; 1.6% of 230,000 active; active = well fitted inhibition curve with a large enough effect, not every such curve was filed as active; inconclusive = small, poorly fitted or top-dose-only effect, or another doubt; inactive = no such curve, though single readings can be large or run the other way;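 also: 0% = wells with enzyme and -100% = buffer wells without enzyme; nearly all actives have a fitted effect of over 50% in size; many of its hits are not listed in these tables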
RGS12 GoLoco inh – inhibitors of human Gai1-RGS12 GoLoco interaction (red fluorophore). P63096. Gai1:RGS12 GoLoco peptide FP, rhodamine, 10 min. Potency, µM (highest dose often 61.6 µM), for the others: top-dose activity, negative = inhibition, usual class: inhibitors. 0.44% of 230,000 active. AID 880; active = well fitted inhibition curve with a large enough effect, not every such curve was filed as active; inactive = no such curve, though single readings can be large or run the other way; also: nearly all actives have a fitted effect of over 30% in size; many of its hits are not listed in these tables
TRb-SRC2 inh – disrupts binding of human TR beta to SRC2 | P10828 | TRbeta-SRC2 peptide binding, fluorescence polarization; receptor liganded with 1 µM T3 | Potency, µM (highest dose often 106 µM), for inactives: at the top dose activity change, negative = inhibition, most hits filed as inhibitors | 0.065% of 280,000 active;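 also: plate controls were bound peptide for no effect and peptide without receptor for full effect; nearly all actives have a fitted effect of over 50% in size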
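Each compound concentration gave % activity, normalized to unbound and bound Texas Red SRC2 controls, from polarization read after 5 hr ambient incubation with T3-loaded human TRb LBD.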
L3MBTL1 block – blocks human L3MBTL1; Potency, µM (top dose mostly 57.1 µM), for the others: at the top dose activity, negative = inhibition, usual class: inhibitors; 0.66% of 230,000 active; AID 485360; Q9Y468; AlphaScreen L3MBTL1–H3K9me1 peptide binding; also: nearly all actives have a fitted effect of over 60% in size
Target sequence (Q9Y468 whole entry, looked up): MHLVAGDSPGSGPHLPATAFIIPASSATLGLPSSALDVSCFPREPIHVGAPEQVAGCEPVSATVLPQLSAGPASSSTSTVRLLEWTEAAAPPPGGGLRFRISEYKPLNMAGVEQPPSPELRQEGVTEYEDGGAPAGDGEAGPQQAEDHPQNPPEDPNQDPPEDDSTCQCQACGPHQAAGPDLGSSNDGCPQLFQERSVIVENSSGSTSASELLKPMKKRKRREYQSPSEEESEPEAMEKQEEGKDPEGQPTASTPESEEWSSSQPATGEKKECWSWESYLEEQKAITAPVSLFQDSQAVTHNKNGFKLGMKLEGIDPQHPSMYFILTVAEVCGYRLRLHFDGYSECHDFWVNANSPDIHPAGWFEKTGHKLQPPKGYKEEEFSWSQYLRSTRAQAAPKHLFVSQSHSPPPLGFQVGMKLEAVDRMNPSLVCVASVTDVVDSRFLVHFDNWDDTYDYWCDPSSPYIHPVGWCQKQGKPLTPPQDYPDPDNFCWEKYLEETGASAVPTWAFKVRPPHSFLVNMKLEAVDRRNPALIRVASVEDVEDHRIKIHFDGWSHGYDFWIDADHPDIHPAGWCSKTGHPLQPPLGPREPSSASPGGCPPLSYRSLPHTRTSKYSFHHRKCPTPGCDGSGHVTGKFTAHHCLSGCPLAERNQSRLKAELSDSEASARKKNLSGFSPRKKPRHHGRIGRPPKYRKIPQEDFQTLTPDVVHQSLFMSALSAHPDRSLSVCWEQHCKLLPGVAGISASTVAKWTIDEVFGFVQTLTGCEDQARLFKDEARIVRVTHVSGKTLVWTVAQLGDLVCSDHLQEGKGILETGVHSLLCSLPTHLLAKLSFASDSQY
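First, the protein-peptide complex forms for 30 min at room temperature (L3MBTL1 50 nM, biotinylated H3K9me1 peptide 75 nM). Next, compounds are pin-transferred and incubated 30 min. Finally, AlphaScreen beads are added and read after 30 min.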
Tau ThT inhib – inhibitors of human tau fibril formation, thioflavin T binding. P10636. 2.1% of 270,000 active. Potency, µM (titrated, usually from 57.4 µM), for inactives: at the top dose activity, negative = inhibition, usual class: inhibitors. recombinant tau K18 P301L, heparin-induced fibrillization, ThT fluorescence; also: nearly all actives have a fitted effect of over 55% in size
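Using a mix of unlabeled (15 uM) and Alexa 594-labeled (0.24 uM) tau K18 P301L, heparin-triggered fibrillization over 6 hr at 37 C was scored by ThT fluorescence.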
The depositor's hits bear a star; i = inactive; ? = inconclusive; . = not tested or not shown; & = joins results of further samples; [ ] = dose if it differs, or a comment. Unless noted, calls follow the shape of the dose curve; as a rule, active = well fitted curve in the direction sought with a large enough effect; inconclusive = small, poorly fitted or top-dose-only effect, or another doubt; inactive = no such curve, though single readings can be large; an effect the other way counts as inactive or inconclusive. Unless noted, % is scaled to controls: 0 for no effect and ±100 for the full control effect; potency is read from the fitted curve at half-maximal effect.

Below each SMILES – Tau FP inhib	TR SRC2 fluor cs	RECQ1 inh	JMJD2E inh	RGS12 GoLoco inh	TRb-SRC2 inh	L3MBTL1 block	Tau ThT inhib
COC(=O)c1ccc(NC(=O)CSc2nnc(C(C)NC(=O)c3ccccc3Cl)n2C)cc1 (centres undefined)
 : -7%	-9%	i	8%	-16%	5%	1%	-3%
COc1ccc2cc(-c3nc(Cl)c4c5c(sc4n3)CC(C)CC5)c(=O)oc2c1 (centres undefined)
 : -2%	6%	.	.	.	4%	.	?
C=CCn1c(NC)cc(=O)n(C)c1=O
 : 2%	-2%	-2%	1%	5%	1%	4%	1%
CCOc1nc(C)ccc1-c1noc(CC)n1
 : -4%	0%	6%	1%	6%	-1%	-2%	-13%
CC(C)OC(=O)CC(=O)CSc1nc(-c2ccc(F)cc2)cc(-c2ccccc2)c1C#N
 : 3%	4%	-18%	?	13%	6%	17%	-14%
Cc1cccc(Cn2cc(SCC(=O)Nc3nccs3)c3ccccc32)c1
 : ?	2%	-19%	-1%	-8%	-16%	-7%	-5%
COc1ccccc1CC(=O)N1CCN(c2cccc(C(F)(F)F)c2)CC1
 : 0%	-1%	i	1%	-1%	3%	1%	?
CC1CCN(S(=O)(=O)c2ccc3c(c2)N(CC(=O)NC(C)c2ccccc2)C(=O)CO3)CC1 (centres undefined)
 : 2%	0%	.	.	.	-2%	.	-2%
COC(=O)N[C@@H](/C=C/c1ccccc1)/C(C(=O)OC)=C(\C)NCc1ccccc1
 : -2%	-1%	-6%	2%	6%	2%	.	-9%
Cn1c(=O)c2c(ncn2CC(=O)OCC(=O)NC2CCCc3ccccc32)n(C)c1=O (centres undefined)
 : 2%	2%	3%	7%	3%	-7%	7%	1%
Cc1ccccc1-n1c(=O)c2c3c(sc2n2cnnc12)CCCC3
 : -2%	-1%	.	.	.	9%	.	-2%
CC(=O)OC(C(=O)c1ccccc1)c1ccccc1 (centres undefined)
 : .	-1%	-12%	.	16µM*	-1%	.	.
CCOc1ccccc1-c1nc(C(N)=O)c2[nH]c(=O)n(-c3cccc(C)c3)c2n1
 : -3%	-3%	-11%	?	9%	-8%	-2%	-19%
COc1cc(NS(=O)(=O)c2ccc(C)cc2)c2ncccc2c1
 : 8%	-5%&-3%	-2%	6%	9%	1%&0%	9%	-4%
CCN1CCCc2cc(CN(CCN3CCOCC3)C(=S)Nc3cc(F)cc(F)c3)ccc21
 : 4%	-3%	3%	-21%	0%	-2%	.	-10%
O=C(NC(Cc1c[nH]c2ccccc12)C(=O)N/N=C/c1ccc(Cl)cc1)c1cccs1 (centres undefined)
 : ?	1%	i	-14%	14%	1%	-22%	-1%
COC(=O)NC(c1ccc(Cl)cc1)C(C(C)=O)C(=O)OC (centres undefined)
 : 4%[11.6 µM]	1%[11.2 µM]	-1%[11.5 µM]	.	.	8%[11.2 µM]	.	-11%[11.5 µM]
CCCCNc1ccc(-c2nc(-c3ccco3)no2)cc1[N+](=O)[O-]
 : -7%	-1%	.	.	.	-3%	.	6%
CCOc1ccc(S(=O)(=O)n2nc(C)c(S(=O)(=O)N3CCCCC3)c2C)cc1
 : 4%	-15%	.	.	.	0%	.	5%
Cc1cc(C)c2c(n1)sc1c(O)cc(=O)[nH]c12
 : -9%	0%	-4%	?	12%	-20%	?	-15%
Cc1cccc(Cn2c(=O)n(-c3cc(C)cc(C)c3)c(=O)c3oc4ccccc4c32)c1
 : -3%	-1%	.	.	.	8%	.	0%
Cc1ccc2[nH]cc(CCNC(=O)CN3C(=O)c4ccccc4C3=O)c2c1
 : 11%	-1%	-5%	-2%	13%	2%	-5%	12%
C=C(C)OC(C)=O
 : .	-2%	4%	.	10%	1%	.	.
Cn1cc(CNCc2ccc(OC(F)(F)F)cc2)c(-c2ccc3c(c2)OCCO3)n1
 : -3%	0%	-7%	-4%	-2%	4%	0%	-17%
CC1=Nn2c(nnc2-c2ccccc2)SC1
 : -3%	-4%	i	2%	2%	-11%	1%	1%
N#Cc1nc(-c2cccc3ccccc23)oc1NCC1CCCO1 (centres undefined)
 : ?	-5%	-1%	?	5%	-1%	48%[activator]	?
CCCCC(=O)Nc1ccccc1C(=O)OCC(=O)c1ccc2c(c1)OCCO2
 : -4%	-1%	6%	?	-2%	-13%	20%	-7%
Cc1nc2ccccn2c(=O)c1NC(=O)c1cccc(F)c1
 : -8%	-1%	.	.	.	-8%	.	-5%
O=C1NC(CCc2ccccc2)C(=O)N1Cc1cccc2ccccc12 (centres undefined)
 : 2%	-7%	-4%	-1%	-14%	1%	33%[activator]	6%
COc1ccc(/C=N/NC(=O)c2ccccc2NC(=O)c2ccco2)c(OC)c1
 : 11%	-6%	i	?	-16%	-6%	54%[activator]	5%

In another format: 3 of the compounds above.
SMILES | Tau FP inhib | TR SRC2 fluor cs | RECQ1 inh | JMJD2E inh | RGS12 GoLoco inh | TRb-SRC2 inh | L3MBTL1 block | Tau ThT inhib
O=C(NC(Cc1c[nH]c2ccccc12)C(=O)N/N=C/c1ccc(Cl)cc1)c1cccs1 (centres undefined) | ? | 1% | i | -14% | 14% | 1% | -22% | -1%
CC(=O)OC(C(=O)c1ccccc1)c1ccccc1 (centres undefined) | . | -1% | -12% | . | 16µM* | -1% | . | .
CCN1CCCc2cc(CN(CCN3CCOCC3)C(=S)Nc3cc(F)cc(F)c3)ccc21 | 4% | -3% | 3% | -21% | 0% | -2% | . | -10%

Next section:
Below each SMILES – Tau FP inhib	TR SRC2 fluor cs	RECQ1 inh	JMJD2E inh	RGS12 GoLoco inh	TRb-SRC2 inh	L3MBTL1 block	Tau ThT inhib
CC(C)NC(=O)c1ccccc1NC(=O)c1ccccc1N(C)S(C)(=O)=O
 : 14%	-1%	-9%	4%	-2%	-12%	.	5%
CCOC(=O)CNc1c(-c2ccc(O)cc2)nc2ccc(Cl)cn12
 : 12%	-6%	i	?	4%	4%	.	?
CC12CCC(c3c(C(=O)N4CCOCC4)nn(-c4ccccc4)c31)C2(C)C (centres undefined)
 : 1%	0%	6%	-6%	-9%	-6%	.	-4%
CCOC(=O)C(=CNc1cccc(C)n1)C(=O)OCC
 : -2%	2%	-9%	-1%	1%	10%	2%	0%
O=C(Nc1ccc2oc(=O)ccc2c1)c1ccc(-c2cccc([N+](=O)[O-])c2)o1
 : -5%	-1%	-4%	0%	25%	6%	-12%	?
Cc1cc(C)c(C)c(C(=O)c2ccccc2C(=O)O)c1C
 : -2%	-4%	i	11%	11%	-4%	5%	-1%
Cc1c(C(=O)Nc2cccc(-c3nnc4n3CCCCC4)c2)oc2ccccc12
 : 3%	0%	0%	3%	-21%	-2%	-14%	4%
Cc1cccc(NC(=O)CN(C)S(=O)(=O)c2ccc3c(c2)c(=O)n(C)c(=O)n3C)c1C
 : -9%	1%	.	.	.	2%	.	2%
Cc1ccc(C)c(S(=O)(=O)NCCc2csc(-c3ccc(Cl)cc3)n2)c1
 : -14%	-2%	.	.	.	3%	.	-16%
Cn1c(=O)c2c(-c3cccc(Br)c3)n(C(C)(C)CO)cc2n(C)c1=O
 : 7%	-1%	.	.	.	-5%	.	6%
COc1cccc(C(=O)NCC(=O)N/N=C(C)\C=C\c2ccccc2)c1
 : 9%	-2%	-3%	2%	5%	5%	.	-3%
COc1ccc(NC(=O)NCc2cccn2Cc2ccc(F)cc2)cc1OC
 : 5%	0%	.	.	.	1%	.	-14%
COc1ccc(NC(=O)CSc2n[nH]c(-c3ccco3)n2)cc1
 : -2%	-2%	i	-1%	12%	2%	15%	-10%
Cc1ccc(NC(=O)CSc2[nH]c(=O)ncc2C)cc1
 : -3%	-1%	.	.	.	3%	.	-10%
Cc1cc(/C=C2/NC(=O)NC2=O)c(C)n1-c1ccc(C#N)cc1
 : 1%	-1%	-1%	?	18%	0%	.	?
COc1ccc(CC(=O)NNc2ncnc3c2cnn3-c2ccc(C)cc2)cc1
 : -2%	-5%	-2%	?	.	-1%	1%	2%
CN(C)CCNC(=O)Nc1ccc(F)cc1F
 : 3%	-2%	i	-5%	1%	2%	5%	-3%
COc1ccc(CNC(=O)C2CCN(C(=O)c3ccc(-n4ccc5ccccc54)s3)CC2)cc1
 : 4%	0%	.	.	.	2%	.	-11%
O=C(c1cccc(-c2nnc(-c3ccccc3)o2)c1)N1CCCCC1
 : -6%	0%	-13%	1%	7%	-4%	9%	8%
Cc1c(OCc2ccccc2)cccc1OCc1ccccc1
 : -4%[11.6 µM]	0%[11.2 µM]	8%[11.5 µM]	17%	2%	5%[11.2 µM]	89%[activator]	?
CCNC(=O)C1CC(=O)N(Cc2ccc3c(c2)OCO3)C(=Nc2ccc(OCC)cc2)S1 (centres undefined)
 : 3%	3%	i	-9%	15%	-16%	-4%	1%
O=C(Nc1ccc(Cl)cc1C(F)(F)F)C(Sc1nnc(-c2cccs2)o1)c1ccccc1 (centres undefined)
 : 9%	-9%	-3%	-6%	.	-2%	-10%	5%
CCCN(CC(=O)Nc1ccc(Cl)cc1Cl)C(=O)/C=C/c1cccc([N+](=O)[O-])c1
 : -3%	-1%	0%	-2%	10%	-5%	-2%	-7%
Cc1cc(NCCCN2CCOCC2)n2c(nc3ccccc32)c1C#N
 : 4%	-6%	-8%	?	16%	1%	0%	-20%
NC(=O)c1cc([N+](=O)[O-])ccc1NCc1cccnc1
 : 7%	0%	1%	?	3%	4%	.	?
COCCCNC(=O)C1CCN(c2nc(C)cc(C)n2)CC1
 : 5%	-4%	-8%	?	6%	1%	-2%	1%
O=C(Cn1c(=O)n(-c2cccc(Cl)c2)c(=O)c2sc3ccccc3c21)N1CCCC1
 : -8%	0%	.	.	.	3%	.	-7%
O=C(CN1CCN(C(=O)c2cccs2)CC1)Nc1ccc(Br)cc1
 : -2%	1%	-7%	7%	-1%	5%	8%	-3%
Cc1ccc(/C(N)=N/OC(=O)Cc2cccc3ccccc23)cc1
 : -12%	0%	-4%	-14%	9%	-4%	73%[activator]	-2%
Cc1cc(C)c(NC(=O)COC(=O)/C=C/c2cccs2)c(C)c1
 : -9%	-1%	2%	?	0%	-8%	7%	-3%

Not all compounds are listed; the hit share may differ from the screen's.
